SV40 large T antigen – TAg ATPase/helicase activity blockers – biochemical (AID 1903). SV40 large T antigen ATPase/helicase inhibition assay; higher % means a stronger effect. one-dose inhibition, % at 20 µM; IC50 in µM for titrated hits. 310,000 tested, 0.39% active; in the data active means a potency from the dose series; inconclusive means inhibition mostly from about 32% at the one dose, without a potency; inactive means the rest, 99 in 100 with inhibition below about 32%; further: strong numbers were not always called active
HIV fusion peptide – cell-free HIV fusion peptide-binding blockers – biochemical, uHTS, fluorescence dequenching, primary screen (AID 1986); cell-free peptide binding, fluorescence dequenching, 30 min; higher % means a stronger effect; inhibition, % at 20 µM; hits with a dose series show IC50 in µM; 290,000 tested, 0.3% active; in the data active means inhibition mostly above about 52%, no sharp cut-off; inactive means mostly below about 76%; further: some results filed as inactive read as strong as hits
RSV CPE inhibition – RSV antiviral activity via CPE protection, HEp-2 cells, primary 10 µM value included (AID 2391). CPE inhibition, % at 10 µM; hits with a dose series show IC50 in µM. 310,000 tested, 0.13% active. HEp-2 cells, RSV-induced CPE inhibition; higher % means a stronger effect; in the data active means a potency from the dose series; inconclusive means CPE inhibition mostly from about 23% at the one dose, without a potency; inactive means the rest, 99 in 100 with CPE inhibition below about 21%; further: strong numbers were not always called active
Dengue-2 NS5 capping – Dengue-2 NS5 methyltransferase inhibitors, primary screen, biochemical, confirmation dose response (AID 588689) | Dengue-2 NS5 methyltransferase capping enzyme assay, biochemical; higher % means a stronger effect | inhibition, % at 25 µM, or IC50 in µM where a hit was titrated | 340,000 tested, 0.3% active; in the data active means a potency from the dose series; inconclusive means inhibition above about 29% without an active follow-up result
UTI89 phage lysis – inhibition of K1F phage lysis, E. coli UTI89, bacterial capsule biogenesis inhibitors, alamar blue (AID 488966); E. coli UTI89 K1F phage lysis, alamar blue, 2 h; higher % means a stronger effect; inhibition, % at 100 µM; hits with a dose series show IC50 in µM; 340,000 tested, 0.02% active;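 active means phage lysis inhibition, versus mean bacterial control, above a set limit; inconclusive means no clear call, values can overlap the other calls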;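 further: capsule biogenesis inhibitors block K1F phage lysis so surviving cells raise fluorescence; higher fluorescence means more inhibition of phage lysis; actives were called in the ten point dose series up to 300 µM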
GPR35 antagonists – GPR35 antagonists blocking zaprinast-driven arrestin recruitment, primary screen, imaging, U2OS, beta-arrestin-GFP, zaprinast agonist (AID 2058); U2OS GPR35 beta-arrestin-GFP translocation imaging, zaprinast antagonism; higher % means a stronger effect; inhibition, % at 10 µM, or IC50 in µM where a hit was titrated; 290,000 tested, 0.052% active;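 active means inhibition of at least 50% with at least 30 cells and total cytoplasm GFP at most 10,000,000; inconclusive means under 30 cells or total GFP of 10,000,000 plus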
MgcRacGAP inhibition – MgcRacGAP GTPase-activating activity inhibitors, confirmation, biochemical, ADP Hunter fluorescence | MgcRacGAP-stimulated Rac1 GTP hydrolysis, ADP Hunter fluorescence; higher % means a stronger effect; GST-tagged Rac1 F28L mutant substrate | inhibition, % at 30 µM, or IC50 in µM where a hit was titrated | 340,000 tested, 0.6% active | AID 624330;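 active means first-screen hits whose inhibition reached a set limit at any dose in the follow-up dose series; inconclusive means inhibition above the set first-screen limit but never retested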;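 further: fluorescence reports GDP produced by GAP-driven GTP hydrolysis; strong numbers were not always called active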
PhoP inhibition – PhoP-dependent GFP reporter repression – Salmonella Typhimurium, primary screen (AID 1863); S. Typhimurium PhoP-regulated promoter GFP reporter, 4 h; higher % means a stronger effect; one-dose inhibition, % at 50 µM; IC50 in µM for titrated hits; 300,000 tested, 0.16% active;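 active means inhibition over 29.93%, a cutoff 3 SD above the screen mean, later confirmed by dose response; inconclusive means inhibition over 29.93% but no dose response follow-up; inactive means inhibition at most 29.93% or unconfirmed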;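 further: 0% = low Mg2+ inducing control and 100% = high Mg2+ repressing control; strong numbers were not always called active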
GPR55 LPI antagonism – GPR55 antagonists blocking LPI-driven arrestin recruitment, primary screen, imaging, U2OS, beta-arrestin-GFP, LPI agonist (AID 2013) | U2OS GPR55 beta-arrestin-GFP translocation imaging, LPI antagonism; higher % means a stronger effect | one-dose inhibition, % at 10 µM; IC50 in µM for titrated hits | 290,000 tested, 0.13% active;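 active means spots per cell inhibited over 60%, with over 100 cells counted and total cytoplasm intensity under 500,000; inconclusive means wells with under 100 cells, flagged as likely toxic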;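 further: U2OS cells stably carrying GPR55 and arrestin-GFP stimulated by 5 µM LPI near EC80; imaged beta-arrestin-GFP aggregate spots per cell after agonist stimulation; plate controls were LPI-stimulated DMSO wells for no effect and DMSO wells without LPI for full effect; some results filed as inactive read as strong as hits; confirmed hits need IC50 under 10 µM and bright autofluorescent wells are also inconclusive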
Starred values were filed as active, the others as inactive; i = inactive; ? = inconclusive; / = no result given; [ ] = remark or other dose. Outcome played no part in choosing rows, and some 1.5% of all compounds hit somewhere here.

SMILES	SV40 large T antigen	HIV fusion peptide	RSV CPE inhibition	Dengue-2 NS5 capping	UTI89 phage lysis	GPR35 antagonists	MgcRacGAP inhibition	PhoP inhibition	GPR55 LPI antagonism
O=C(CN(C(=O)c1csnn1)c1cccc(F)c1)NCc1ccc2c(c1)OCO2	1%	-0.7%	1.1%	-5%	0.3%	2%	5%	-2%	-11%
Cc1ccc(CC2CC(=O)N(Cc3ccco3)C2=O)cc1 (centres undefined)	2%	-0.5%	-1.6%	13%	1.4%	8%	13%	7%	2%
COc1ccccc1CNC(=S)NCc1ccc(F)cc1	11%	-2.3%	2.4%	-8%	1.7%[50 µM]	-5%	12%	-5%	2%
COc1c(Cl)cc(Cl)cc1CNCCNCC(C)O (centres undefined)	-5%	-3.2%	-2.2%	-8%	0.2%	10%	2%	4%	11%
Cn1nc(C(=O)NNC(=O)CCOc2ccc(C(C)(C)C)cc2)c2ccccc2c1=O	/	/	0.9%	1%	5.4%	/	12%	/	/
O=C(CCCC(=O)Nc1ccc(Br)cc1)N/N=C/c1ccccc1	10%	-0.2%	2.5%	-3%	0.7%[50 µM]	-10%	4%	-9%	-1%
CCn1nc(C)c(CNC(=O)C2CCC(=O)N(CCc3ccc(Cl)cc3)C2)c1C (centres undefined)	9%	-0.5%	0.9%	-12%	0.3%	-9%	8%	-6%	3%
C/C(=N\NC(=O)C1CCCN(S(=O)(=O)c2ccccc2)C1)c1ccncc1 (centres undefined)	17%	-1.8%	1.2%	4%	0.0%	6%	12%	3%	4%
COc1ccc(CN2CCN(C(=O)CCC(=O)Nc3nnc(C4CCCCC4)s3)CC2)cc1F	5%	0.7%	1.9%	0%	0.0%	14%	9%	-12%	3%
O=C(CNS(=O)(=O)c1cccs1)NCCc1ccc(Cl)cc1	1%	-0.3%	1.3%	-2%	0.0%	16%	3%	15%	-2%
Cc1ccc(C)c(NC(=O)CSc2nc3c(c(=O)n2C)SC(C)C3)c1 (centres undefined)	12%	-3.0%	1.8%	4%	0.2%	-10%	4%	-4%	10%
O=C(NNc1ccccn1)c1ccc(Cl)nc1	15%	0.9%	0.6%	-2%	-0.1%	-8%	1%	-13%	7%
CCOC(=O)c1c[nH]n2c(=O)cc(C)nc12	5%	-0.2%	1.5%	/	/	17%	/	3%	2%
Cc1nnc(SCC(=O)N(C)C2CCS(=O)(=O)C2)n1Cc1ccccc1 (centres undefined)	1%	1.3%	0.3%	-6%	0.3%	-15%	9%	-6%	2%
COc1ccccc1CNC(=O)CCn1c(=O)oc2ccccc21	1%	-4.9%	1.2%	-3%	-0.6%	6%	2%	5%	6%
COc1ccc(CCNc2nc(N3CCOCC3)nc(N3CCOCC3)n2)cc1OC	13%	-0.5%	1.0%	-5%	3.1%	9%	6%	5%	26%
CC1CCN(C(=O)CSc2nc3c(c(=O)n2C)SC(C)C3)CC1 (centres undefined)	9%	-0.7%	0.1%	-1%	1.5%[50 µM]	-10%	9%	0%	12%
CCN1CCN(C(=O)CS(=O)(=O)Cc2nc(-c3ccc(C)cc3)oc2C)CC1	1%	-1.0%	3.2%	-3%	2.6%	10%	7%	-9%	-4%
COc1ccc(NS(=O)(=O)c2ccc(NC(=O)C(CCSC)NC(N)=O)cc2)cc1 (centres undefined)	15%	-0.2%	-0.2%	3%	0.3%[50 µM]	0%	4%	/	0%
COc1ccc(CN2CCN(C(=O)c3ccco3)CC2)cc1OCc1ccccc1	3%	-1.8%	0.4%	3%	-0.2%	3%	31%	-3%	23%
O=C(COC(=O)c1oc2ccccc2c1COc1ccccc1)NCCN1C(=O)CSC1=O	5%	0.7%	1.7%	-6%	3.7%	2%	4%	-13%	-3%
Cc1nc2nc(COc3ccccc3)[nH]n2c(=O)c1C	1%	3.0%	0.3%	-16%	i	7%	2%	1%	-2%
COc1ccc(C(C(O)C(=O)c2c[nH]c3ccccc23)N2CCN(c3ccc(OC)cc3)CC2)cc1 (centres undefined)	7%	-2.2%	-0.3%	-2%	-0.1%	10%	5%	?	-16%
CCc1ccc(C2CC(c3cccc(OC)c3)n3nc(N)nc3N2)cc1 (centres undefined)	/	-1.0%	3.0%	16%	0.2%	16%	6%	/	0%
O=C(OCC(=O)c1ccc[nH]1)c1ccccc1	3%	-3.6%	1.5%	-9%	0.2%	9%	11%	-2%	7%
Cc1cc(NC(=O)CSc2nc3ccccc3c(=O)n2C(C)c2ccccc2)no1 (centres undefined)	6%	-0.4%	4.1%	2%	3.5%	-15%	5%	3%	8%
O=C(Cn1cc2c(n1)CCCC2)Nc1ccccc1Cl	2%	1.9%	-0.5%	1%	2.6%	-4%	7%	4%	2%
COCCCNC(=O)CCc1ccccc1	-4%	-0.4%	-1.1%	1%	1.6%	-3%	6%	5%	-1%
O=C(O)Cc1ccc(NC(=O)C2CC=CCC2C(=O)O)cc1 (centres undefined)	22%	0.6%	0.6%	/	/	10%	/	-5%	-26%
Cc1ccnc(NS(=O)(=O)c2ccccc2)c1	-4%	0.2%	-1.0%	3%	-0.6%	11%	16%	2%	7%
N#CCCN(C(=O)Nc1ccccc1)c1ccccc1	-3%	-2.1%	2.1%	-8%	0.4%	-5%	8%	4%	-16%
Cc1coc2c1c(C)cc1oc(=O)c(CC(=O)NCC(=O)NCC(=O)O)c(C)c12	3%	-0.4%	1.1%	-11%	0.6%[50 µM]	4%	0%	10%	-2%
O=C(OCC(=O)N1CCCC1)c1ccc(Cl)c([N+](=O)[O-])c1	11%	-1.5%	2.2%	6%	0.4%	1%	-1%	-1%	7%
CC1CCN(C(=O)CN(c2ccc(Oc3ccccc3)cc2)S(C)(=O)=O)CC1	2%	-3.1%	-0.4%	-3%	-0.2%	8%	3%	-8%	3%
COc1ccc(C(=O)Nc2ccccc2C(=O)N2CCN(c3ccccc3)CC2)cc1	20%	0.8%	0.2%	-5%	-0.1%	-8%	6%	-2%	2%
O=C(C[n+]1ccccc1)N/N=C/c1ccc(O)cc1	11µM*	0.4%	-1.9%	-2%	0.8%	19%	75µM*	4%	4%
COc1cc(OC)cc(C(=O)N2CCC(n3c(C)nc4cc(F)ccc43)CC2)c1	30%	0.2%	1.3%	-3%	2.0%	24%	-8%	-1%	-1%
CC(=O)N1C(=O)C2(C(C#N)=C(N)Oc3n[nH]c(-c4ccccn4)c32)c2ccccc21 (centres undefined)	2%	-0.3%	0.7%	-5%	-0.5%	-11%	-9%	-5%	4%
Cc1ccc(Nc2nc(C)cc(C)c2C(N)=O)c(C)c1	8%	-0.3%	-0.7%	/	-1.3%	7%	16%	2%	3%
CCCCC(=O)Nc1ccc(C(=O)Nc2ccc(S(=O)(=O)Nc3nccc(C)n3)cc2)cc1	5%	6.5%	1.8%	-12%	1.3%	13%	3%	-5%	10%
CSc1nc(-c2ccccc2)c2cc(Cl)ccc2n1	7%	-0.7%	2.4%	-4%	-0.1%	2%	3%	-16%	27%
CCC(C)NC(=O)CNC(=O)Cn1c(C)cc2ccccc2c1=O (centres undefined)	4%	-2.2%	3.7%	-10%	0.0%	-6%	11%	-3%	8%
O=c1oc(C2(O)CCCCC2)cc2ccc(Br)cc12	/	/	1.1%	6%	-1.1%	/	4%	/	/
CN(Cc1ccccc1)C(=O)C1CCCN1S(=O)(=O)c1ccc(Cl)cc1 (centres undefined)	/	/	-0.4%	0%	-0.1%[50 µM]	/	-1%	/	/
CCOC(=O)CSc1nnc(CSc2nc(C)cc(C)n2)n1Cc1ccco1	3%	2.3%	0.7%	-16%	0.4%	6%	7%	-12%	-4%
Cc1cc(C)nc(Nc2ncc(O)n2-c2ccc(C)c(Cl)c2)n1	7%	-1.8%	9.1%	-4%	0.7%	19%	10%	-2%	-4%
CC(CC(=O)Nc1ccccc1)NCCCN1CCCC1=O (centres undefined)	8%	1.8%	0.6%	0%	-0.1%	-4%	28%	-13%	2%
O=S(=O)(NN1CCOCC1)c1ccc(Br)cc1	9%	2.5%	1.3%	2%	0.0%	-6%	27%	-4%	-9%
Cc1ccc(OCC(=O)N(Cc2ccccc2)c2c(N)n(Cc3ccccc3)c(=O)[nH]c2=O)c(C)c1	11%	/	-1.0%	-1%	0.7%[50 µM]	/	6%	-5%	/
COCC(=O)n1cc(C(=O)OC)c2ccccc21	-5%	2.0%	0.5%	-11%	-0.1%	-1%	2%	-1%	5%
COc1ccc(C(=O)NCc2nnc(SC)n2Cc2ccccc2)cc1	5%	-1.0%	7.1%	4%	-5.4%	-18%	4%	-1%	6%
CN1CCN(Cc2cc(COCc3ccccc3)c3cccnc3c2O)CC1	-3%	-0.4%	-2.0%	2%	-0.1%	10%	4%	21%	-12%
NC(=NCc1ccccc1)c1cccc([N+](=O)[O-])c1	3%	-0.2%	-0.7%	2%	1.3%	4%	1%	14%	-6%
CC1C(=O)N2CCCc3cc(NC(=O)COc4ccc(Cl)cc4)cc1c32 (centres undefined)	11%	/	4.3%	3%	0.9%[50 µM]	/	3%	-1%	/
CC(C)c1cc(-c2cc(-c3ccc(Cl)cc3)on2)nc(NC2CCCC2)n1	13%	-1.8%	4.1%	-7%	0.7%	13%	6%	-1%	3%
O=C(/C=C\NCC(=O)c1ccccc1)c1ccc2ccccc2c1	16%	5.5%	11%	-8%	1.6%	1%	6%	25%	-13%
Cn1/c(=N/N=C/c2ccc(Cl)c([N+](=O)[O-])c2)sc2ccccc21	6%	-0.9%	-0.7%	-5%	1.2%	4%	4%	6%	-2%
O=C(Nc1nnc(-c2ccc(F)cc2)o1)C1CCCN1S(=O)(=O)c1cccs1 (centres undefined)	12%	/	-0.3%	-1%	1.8%[50 µM]	/	7%	-4%	/
O=C(NCc1cccnc1)Nc1ccc(Cl)cc1	26%	2.0%	1.7%	0%	0.1%	-12%	9%	2%	16%
CC1CCN(C2=NC(=O)/C(=C/c3ccccc3F)S2)CC1	7%	1.3%	1.7%	-9%	1.8%[50 µM]	12%	7%	5%	9%
